Compound activity (PubChem BioAssay)
Vif inh = inhibitors of HIV Vif. inhibition, % at 7.49 µM. 0.35% of 340,000 active. HEK293T cells, Vif self-association by quenched fluorescence, imaging, 24 h; in the data active means inhibition above about 50%, passing the limit was not always enough; inconclusive means no clear call, values can overlap the other calls; inactive means below about 31%; further: some results filed as inactive read as strong as hits
HIF-2a block = HIF-2a inhibition | 786-0 RCC cells HIF-2a reporter, luciferase luminescence, overnight | inhibition, % at 18.8 µM | 0.72% of 360,000 active;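 active means inhibition of the luminescence signal of 40% or more relative to plate controls, in a single-dose primary screen at 18.75 µM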
NR2E3 ag-1 = agonists of human nuclear receptor NR2E3. Q9Y5X4. GST-NR2E3/biotin-RetCOR TR-FRET, 1536-well. inhibition of corepressor binding, % at 4.78 µM. 0.12% of 320,000 active. AID 2300;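 active means percent inhibition above the cutoff of mean plus 3 SD of all tested compounds, set per screening campaign, cut at about 20% in these data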;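 further: 0% = DMSO wells and 100% = biotin wells as full block of FRET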
Target sequence (Q9Y5X4 whole entry, looked up): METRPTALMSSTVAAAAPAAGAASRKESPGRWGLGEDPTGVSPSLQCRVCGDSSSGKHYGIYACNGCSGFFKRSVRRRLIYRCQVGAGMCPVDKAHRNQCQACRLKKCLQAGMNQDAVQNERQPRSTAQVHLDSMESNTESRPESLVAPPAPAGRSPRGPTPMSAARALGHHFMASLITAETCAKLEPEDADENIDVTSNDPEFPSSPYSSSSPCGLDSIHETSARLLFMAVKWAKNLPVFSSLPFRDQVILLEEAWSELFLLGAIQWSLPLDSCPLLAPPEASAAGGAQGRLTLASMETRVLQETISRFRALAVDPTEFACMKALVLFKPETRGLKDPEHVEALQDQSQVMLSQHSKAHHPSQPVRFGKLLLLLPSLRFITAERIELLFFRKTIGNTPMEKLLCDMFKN
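System: GST-tagged NR2E3 plus biotinylated RetCOR corepressor; Buffer or medium: pH 7.5 Tris-based buffer; Probe or stimulus: RetCOR corepressor, biotinylated, 7 nM; Doses: compound at 4.8 µM, single dose; Schedule: 5 h incubation at 4 °C; Technique: time-resolved FRET; Evaluation: percent inhibition of TR-FRET ratio; Replication: one well per compound, singlicate testing.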
NR2E3 ag-2 = human photoreceptor-specific nuclear receptor agonism | Q9Y5X4 | CHO-S Gal4-NCOR/VP16-NR2E3 two-hybrid, luciferase | inhibition of corepressor binding, % at 3.98 µM | 0.35% of 360,000 active | AID 602229;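 active means inhibition above the mean of all tested compounds plus 3 SD, cut at about 70% in these data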;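 further: 0% = DMSO with NR2E3 transfected cells and 100% = cells lacking NR2E3 construct; higher means lower luciferase signal from less NR2E3 corepressor binding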
MITF TRPM1 inh = inhibitors of MITF-driven TRPM1 promoter in melanoma cells; SK-MEL-5 TRPM1 promoter luciferase, 24 h; inhibition, % at 12.5 µM; 0.83% of 330,000 active;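 active means mean inhibition across replicates of 60% or more, whatever share of single replicates reaches that level; inconclusive means some that reach 60%, reason not given; inactive means mean inhibition across replicates below 60%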; further: values of inactives mirror those of a sister screen read the other way
Granule exo inh = lytic granule exocytosis inhibition; AID 651702; inhibition, % at 10 µM; 0.66% of 360,000 active; TALL-104 LAMP-1 surface exposure, flow cytometry; cells stimulated with thapsigargin and PMA;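 active means inhibition above about 55%, limit read from the data; inconclusive means no clear call, values can overlap the other calls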
PDI inh = inhibitors of human protein disulfide isomerase. inhibition, % at 10 µM. 0.052% of 350,000 active. P07237. PDI insulin aggregation turbidity, A650, 90 min;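 active means mean inhibition across replicates of 30% or more, whatever share of single replicates reach that level; inconclusive means mean inhibition below 30% while every single replicate reaches 30%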;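 further: absorbance from insulin aggregation driven by PDI reduction with DTT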
Target sequence (P07237 whole entry, looked up): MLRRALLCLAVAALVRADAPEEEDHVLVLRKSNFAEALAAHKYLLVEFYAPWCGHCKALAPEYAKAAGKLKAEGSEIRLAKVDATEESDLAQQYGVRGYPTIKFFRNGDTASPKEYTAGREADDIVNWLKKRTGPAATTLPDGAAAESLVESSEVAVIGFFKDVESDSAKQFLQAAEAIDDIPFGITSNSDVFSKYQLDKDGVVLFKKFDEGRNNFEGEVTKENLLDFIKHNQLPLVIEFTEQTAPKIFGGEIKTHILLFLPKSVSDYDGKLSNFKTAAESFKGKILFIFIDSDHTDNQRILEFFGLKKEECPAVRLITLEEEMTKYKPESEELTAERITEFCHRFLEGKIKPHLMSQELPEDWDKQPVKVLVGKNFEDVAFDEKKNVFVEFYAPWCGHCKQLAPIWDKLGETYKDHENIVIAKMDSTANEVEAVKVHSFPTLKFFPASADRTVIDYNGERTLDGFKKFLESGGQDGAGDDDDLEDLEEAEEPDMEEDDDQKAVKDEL
aDG glyco up = alpha-DG glycosylation activation | Pro5-aDG cells, alpha-DG glycosylation AlphaScreen (IIH6); 0% Pro5, 100% B10-LARGE cell signal | activation, % at 10 µM | 0.22% of 360,000 active | AID 624168;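 active means activation of at least 8% versus controls, or a plate z-score of at least 8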;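 further: Pro5 are CHO cells carrying HIG-tagged alpha-DG that lacks glycosylation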
Peg3 prom inh = inhibitors of Peg3 promoter. HeLa PEG-Prom luciferase reporter, luminescence, overnight. inhibition, % at 20 µM. 1.7% of 360,000 active. AID 588405;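 active means inhibition of at least 50% at 20 µM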
CaV13 FRET inh = Disruptors of the CACNA1D IQ motif to Ca2+-dependent inactivation inhibitor domain association, primary screening, Förster resonance energy transfer in intact living …; HEK cells, CFP/YFP FRET ICDI-IQ, plate reader, 10 min; percent FRET-ratio fall versus neutral wells; inhibition, % at 12.3 µM; 0.098% of 340,000 active; AID 743397;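 active means mean replicate inhibition of at least 30% and at least 1% of replicates passing that level; inconclusive means only one of the two criteria is met; inactive means neither criterion is met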;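 further: 0% = median of the neutral control wells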
hiPSC survival = hiPSC single-cell survival enhancement | ATPlite luminescence; 100% = ROCK inhibitor wells, 0% = DMSO | survival enhancement, % at 20 µM | 0.044% of 360,000 active | AID 602274; in the data active means survival enhancement above about 18%;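 further: cells exposed to compounds for 16 hours before the ATP read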
Starred values were filed as active, the others as inactive; ? = inconclusive; . = no result given.

Short keys: A = Vif inh; B = HIF-2a block; C = NR2E3 ag-1; D = NR2E3 ag-2; E = MITF TRPM1 inh; F = Granule exo inh; G = PDI inh; H = aDG glyco up; I = Peg3 prom inh; J = CaV13 FRET inh; K = hiPSC survival
compound: Cc1ccc(CNC(=O)C2CC(=O)OC23CCCC3)c(C)c1 (stereo unspecified)
  A: 6 | B: 16 | C: -2 | D: 17 | E: 10 | F: 2 | G: -9 | H: 0.0 | I: 8 | J: -4 | K: 6.9

compound: COc1cc(OC)cc(-c2oc(=O)c3cc(OC)c(OC)cc3c2C(F)(F)F)c1
  A: 4 | B: 1 | C: . | D: -2 | E: 70* | F: -2 | G: -1 | H: 0.3 | I: 18 | J: -4 | K: -0.4

compound: CC(C)CNc1oc(-c2ccccc2Cl)nc1C#N
  A: 10 | B: -57 | C: 3 | D: -2 | E: 10 | F: 9 | G: 4 | H: -0.5 | I: -36 | J: 5 | K: 0.9

compound: COc1ccc(-n2nc3c(N4CCC(C(=O)NCCc5ccco5)CC4)nnc(C)c3c2C)cc1
  A: -4 | B: 7 | C: -2 | D: 10 | E: 38 | F: -4 | G: 9 | H: 1.4 | I: 10 | J: -2 | K: -0.6

compound: COc1cccc(/C=C/c2ccncc2)c1OC
  A: 5 | B: -54 | C: -3 | D: -11 | E: -22 | F: 2 | G: -9 | H: 0.0 | I: -52 | J: . | K: -4.4

compound: CC1CCCC(C)N1CCCNC(=O)C1CCCN(S(=O)(=O)N2CCCCC2)C1 (stereo unspecified)
  A: . | B: 11 | C: . | D: -20 | E: . | F: 0 | G: -4 | H: 3.2 | I: -8 | J: -10 | K: -1.0

compound: COc1cccc(N2CC(C(=O)OC(C)C(=O)c3ccccc3)CC2=O)c1 (stereo unspecified)
  A: -9 | B: 10 | C: -1 | D: 3 | E: 11 | F: 2 | G: 4 | H: -0.3 | I: -9 | J: -4 | K: 0.3

compound: CCN1CCN(C(=O)c2cc(S(=O)(=O)N3CCCCC3)ccc2Cl)CC1
  A: 7 | B: 12 | C: 2 | D: -4 | E: 10 | F: 1 | G: -4 | H: 3.6 | I: 11 | J: . | K: -0.1

compound: Cc1cccc(C(=O)OC(C)C(=O)NC2CCCc3ccccc32)c1O (stereo unspecified)
  A: -8 | B: 4 | C: 2 | D: 11 | E: 7 | F: -1 | G: -3 | H: 0.1 | I: 21 | J: -5 | K: 1.5

compound: CC(C)NC(=O)CN1C(=O)c2ccccc2S1(=O)=O
  A: 3 | B: 4 | C: 3 | D: 3 | E: -5 | F: -1 | G: -2 | H: 0.4 | I: 0 | J: -4 | K: -2.9

compound: C/C(=N\NC(=O)COc1ccccc1)c1ccc(O)cc1
  A: 4 | B: -10 | C: 8 | D: -16 | E: -3 | F: -1 | G: 2 | H: 0.2 | I: -72 | J: -5 | K: 0.6

compound: CCn1cc(CN2CCC(n3nccc3NC(=O)c3ccc(OC)cc3)CC2)cn1
  A: -2 | B: 13 | C: -1 | D: -18 | E: 5 | F: -1 | G: -10 | H: -0.5 | I: -3 | J: -6 | K: -0.4

compound: COc1ccc(OC)c(S(=O)(=O)N2CCCCC2C(=O)N2CCN(c3ccccn3)CC2)c1 (stereo unspecified)
  A: -3 | B: 9 | C: 2 | D: -26 | E: -1 | F: -2 | G: 1 | H: 0.3 | I: 18 | J: -3 | K: -0.4

compound: CCC(=O)N/N=C(\C)CC(=O)Nc1cccc([N+](=O)[O-])c1
  A: -2 | B: 14 | C: -2 | D: -6 | E: 1 | F: -3 | G: 11 | H: -0.1 | I: 1 | J: -5 | K: -2.1

compound: O=S(=O)(Nc1ccc2c3c(cccc13)CC2)c1ccccc1
  A: -12 | B: -64 | C: . | D: 5 | E: . | F: 27 | G: -3 | H: 0.6 | I: -12 | J: -5 | K: 5.3

compound: C1CCc2nnc(C3CC3)n2CC1
  A: 3 | B: 7 | C: 3 | D: -3 | E: -2 | F: -4 | G: -4 | H: 0.3 | I: 6 | J: -4 | K: -2.3

compound: CCOC(=O)C(=O)c1c(-c2ccccc2)nc2ccccn12
  A: 11 | B: 6 | C: -1 | D: -5 | E: 22 | F: -9 | G: 1 | H: 0.0 | I: 19 | J: -5 | K: -0.9

compound: CN1CCN(c2ccc(NC(=O)c3ccc(C(F)(F)F)cc3)cn2)CC1
  A: -7 | B: 10 | C: 1 | D: -5 | E: -4 | F: -1 | G: 2 | H: 0.0 | I: -6 | J: 4 | K: -0.7

compound: CC(=O)Nc1ccc(S(=O)(=O)N[C@@H](C)C(=O)NC2CCCc3ccccc32)cc1 (stereo partly specified)
  A: 2 | B: 22 | C: . | D: 4 | E: 10 | F: 0 | G: 1 | H: -0.3 | I: 10 | J: -5 | K: 0.8

compound: Cc1cc2nc(-c3ccc(Cl)cc3)c(CC3CCCCC3)n2c(C)c1Br
  A: . | B: -36 | C: . | D: -25 | E: . | F: 0 | G: . | H: 0.0 | I: . | J: -5 | K: -1.1

Shown with values under each structure: part of the list above.
Order of results: Vif inh | HIF-2a block | NR2E3 ag-1 | NR2E3 ag-2 | MITF TRPM1 inh | Granule exo inh | PDI inh | aDG glyco up | Peg3 prom inh | CaV13 FRET inh | hiPSC survival
CCOC(=O)C(=O)c1c(-c2ccccc2)nc2ccccn12
  11 | 6 | -1 | -5 | 22 | -9 | 1 | 0.0 | 19 | -5 | -0.9
CCn1cc(CN2CCC(n3nccc3NC(=O)c3ccc(OC)cc3)CC2)cn1
  -2 | 13 | -1 | -18 | 5 | -1 | -10 | -0.5 | -3 | -6 | -0.4
Cc1cc2nc(-c3ccc(Cl)cc3)c(CC3CCCCC3)n2c(C)c1Br
  . | -36 | . | -25 | . | 0 | . | 0.0 | . | -5 | -1.1
C/C(=N\NC(=O)COc1ccccc1)c1ccc(O)cc1
  4 | -10 | 8 | -16 | -3 | -1 | 2 | 0.2 | -72 | -5 | 0.6

Next structures.
Short keys: A = Vif inh; B = HIF-2a block; C = NR2E3 ag-1; D = NR2E3 ag-2; E = MITF TRPM1 inh; F = Granule exo inh; G = PDI inh; H = aDG glyco up; I = Peg3 prom inh; J = CaV13 FRET inh; K = hiPSC survival
compound: Cc1ccccc1N1CCN(Cc2c[nH]c3ccccc23)CC1
  A: -2 | B: -6 | C: 6 | D: -25 | E: 20 | F: -3 | G: 11 | H: -0.1 | I: -12 | J: -8 | K: -0.4

compound: COc1ccc(CN=C(NS(=O)(=O)c2cccs2)SC)cc1
  A: 0 | B: 1 | C: 1 | D: -3 | E: 14 | F: -6 | G: 3 | H: 0.4 | I: -4 | J: -5 | K: 0.8

compound: O=C(Cc1ccccc1[N+](=O)[O-])NCc1ccc(Cl)cc1
  A: 2 | B: -147 | C: 3 | D: -52 | E: -26 | F: -2 | G: -4 | H: -0.3 | I: -130 | J: . | K: 0.7

compound: Cc1ccc(-c2nc(C3CCCN(S(=O)(=O)c4ccc(C)cc4)C3)no2)cc1 (stereo unspecified)
  A: 2 | B: -5 | C: 2 | D: -12 | E: -11 | F: 1 | G: 2 | H: 0.7 | I: 10 | J: -7 | K: 0.7

compound: O=C(CCc1ccc(S(=O)(=O)NCc2ccccc2)cc1)NCc1ccco1
  A: 14 | B: 16 | C: 2 | D: -19 | E: 16 | F: ? | G: -1 | H: -0.1 | I: 6 | J: -5 | K: -1.9

compound: CN(C)C(=O)c1ccc(=O)n(Cc2ccc(Cl)cc2Cl)c1
  A: 19 | B: 13 | C: 2 | D: -31 | E: -2 | F: -9 | G: 15 | H: 0.1 | I: 1 | J: -4 | K: 0.7

compound: FC(F)(F)c1cccc(NC(=S)N2CCCCCC2)c1
  A: 2 | B: -2 | C: -2 | D: 2 | E: -12 | F: -1 | G: 1 | H: 0.8 | I: 12 | J: 3 | K: -0.8

compound: O=C(Nc1cccc(-n2cccn2)c1)C1CCCN(Cc2cccc(F)c2F)C1 (stereo unspecified)
  A: 4 | B: 14 | C: 0 | D: 11 | E: 15 | F: -11 | G: 2 | H: 0.2 | I: 16 | J: . | K: 0.0

compound: CCOC(=O)N1CCC2(CC1)C(C#N)=C(N)OC1=C2C(=O)CC(C)(C)C1
  A: -7 | B: 12 | C: -1 | D: 14 | E: -10 | F: 3 | G: 10 | H: 0.4 | I: -16 | J: -5 | K: 1.9

compound: CCN(CC)c1ccc(NC(=O)COc2ccc(-n3cnnn3)cc2)cc1
  A: 5 | B: -4 | C: . | D: -21 | E: -2 | F: 1 | G: -6 | H: -0.1 | I: 5 | J: -10 | K: -3.2

Further results follow:
| SMILES | Vif inh | HIF-2a block | NR2E3 ag-1 | NR2E3 ag-2 | MITF TRPM1 inh | Granule exo inh | PDI inh | aDG glyco up | Peg3 prom inh | CaV13 FRET inh | hiPSC survival |
| --- | --- | --- | --- | --- | --- | --- | --- | --- | --- | --- | --- |
| Nc1c(C(=O)NCc2ccco2)nnn1Cc1ccccc1 | -15 | -1 | 1 | -8 | -4 | 7 | -1 | -0.1 | -1 | -6 | 2.2 |
| CCOC(=O)C1=C(CS(=O)(=O)c2ccccc2)NC(=O)NC1c1ccccc1OCC (stereo unspecified) | . | 11 | -2 | -22 | 2 | -4 | 0 | -0.3 | 10 | -7 | -0.9 |
| O=S(=O)(NCCCN1CCOCC1)c1ccc(Cl)cc1 | 14 | 4 | 2 | -29 | 8 | -6 | -16 | -0.1 | -9 | -7 | 3.2 |
| CCC(C)(C(=O)NC1CCCC1)N(C(C)=O)c1ccc(C)cc1 (stereo unspecified) | -1 | 5 | 0 | 4 | -6 | -1 | -1 | -0.1 | 0 | -3 | -1.7 |
| CCOc1ccc(CCNC(=O)C2CCCN(S(=O)(=O)N3CCCCC3)C2)cc1OCC (stereo unspecified) | -2 | 12 | . | -4 | . | 0 | . | -0.2 | 0 | -4 | -0.6 |
| Cc1ccnc(NC(=O)Nc2cccc(F)c2)c1 | 3 | -74 | -2 | -88 | -4 | 1 | 4 | -0.2 | -118 | -6 | -1.1 |
| O=C(O)C1(c2ccccc2)CCN(S(=O)(=O)c2ccc(Cl)s2)CC1 | -2 | 23 | -1 | -7 | 21 | -1 | 1 | -0.1 | 12 | -1 | -0.2 |
| CCCc1c(O)nc(SC2CC(=O)N(c3ccc(C)c(Cl)c3)C2=O)[nH]c1=O (stereo unspecified) | 0 | 16 | -1 | 32 | . | 8 | -5 | -0.1 | 9 | -4 | 0.9 |
| COC1=C(N)C(=O)c2nc(C)ccc2C1=O | -3 | 1 | . | -7 | 113* | -8 | -6 | 6.6 | 34 | -7 | -2.4 |
| CCOC(=O)C1=C(c2ccccc2)N=c2s/c(=C\c3ccc(O)cc3)c(=O)n2C1c1cccs1 (stereo unspecified) | -2 | -22 | -2 | -25 | 1 | -3 | 2 | -0.9 | 27 | -7 | -1.3 |

3 entries out of the list above, ordered by the value under MITF TRPM1 inh, ascending.
canonical_smiles	MITF TRPM1 inh
CCC(C)(C(=O)NC1CCCC1)N(C(C)=O)c1ccc(C)cc1 (stereo unspecified)	-6
Nc1c(C(=O)NCc2ccco2)nnn1Cc1ccccc1	-4
CCOC(=O)C1=C(CS(=O)(=O)c2ccccc2)NC(=O)NC1c1ccccc1OCC (stereo unspecified)	2
